# TDP2 absorb: TDP2 (human) inhibition, absorbance primary screen. AID 720702. inhibition, % at 12.8 µM. 0.34% of 370,000 active. O95551. recombinant TDP2, T5PNP hydrolysis, p-nitrophenol absorbance 415 nm;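 active means inhibition above the mean of all tested compounds plus 3 SD, set per campaign, cut at about 25% in these data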;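 further: 0% = DMSO with enzyme and 100% = buffer with substrate but no TDP2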
#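 System: recombinant human TDP2 / Amount: 120 nM TDP2 per well / Also added: 5 mM T5PNP chromogenic substrate / Doses: 12.8 µM single point, 1% DMSO / Incubation: 2 h at 37 °C / Detection: p-Nitrophenol epi absorbance / Evaluation: % inhibition relative to enzyme-containing and enzyme-free wells / Repeats: singlicate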
# HTRA1 inhibitor: blocks human HTRA1 serine peptidase; inhibition, % at 5.96 µM; 0.5% of 340,000 active; recombinant HTRA1, FP-rhodamine activity-based probe, fluorescence polarization; in the data active means inhibition above about 36%;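 further: 0% = enzyme with DMSO and 100% = wells lacking enzyme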
# LEDGF integ inh: blocks HIV-1 LEDGF/p75-dependent DNA integration; TR-FRET IN-LEDGF/p75 DNA integration, Eu/Cy5; inhibition, % at 3.7 µM; 0.64% of 370,000 active;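 active means inhibition above the screen-wide mean plus 3 SD, cut at about 13% in these data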;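 further: signal is the Cy5 over europium emission ratio at 671 and 618 nm; 0% = plate median of compound wells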
# mABHD4 FP: ABHD4 (mouse) inhibition, primary FP screen. Q8VD66. purified mABHD4, FP-Rh probe fluorescence polarization. inhibition, % at 8.92 µM. 0.54% of 370,000 active;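 active means inhibition exceeding the mean over every tested compound plus 3 SD, cut at about 30% in these data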;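 further: 0% = plate median of compound wells and 100% = S159A mutant with DMSO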
#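 Material: mouse ABHD4 enzyme, wild type; Benchmarks: S159A mutant high control, sample median low control; Buffer or medium: HEPES pH 7.0, NaCl, Pluronic buffer; Signal: fluorescence polarization; Read-out: percent inhibition of probe binding, normalized to plate controls; Timing: pre-incubation 45 min, probe exposure 60 min, at 25 °C; Dosing: 8.92 µM, single dose.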
# MBD2 DNA inh: MBD2-methylated oligo binding inhibition; Q9UBB5; TR-FRET, MBD2 binding to methylated oligonucleotide; inhibition, % at 4.4 µM; 0.31% of 370,000 active; AID 686964; in the data active means inhibition above about 13%
# GC-B act: GC-B (human) receptor activation; activation, % at 10 µM; 0.11% of 370,000 active; P20594; HEK293-GC-B cells, CNP EC30, cGMP TR-FRET; 0% at EC30 CNP, 100% saturating CNP; AID 1920062;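 active means activation at 10 µM reaching about 35% in either raw or pattern-adjusted values, limit read from the data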
# Target sequence (P20594 whole entry, looked up): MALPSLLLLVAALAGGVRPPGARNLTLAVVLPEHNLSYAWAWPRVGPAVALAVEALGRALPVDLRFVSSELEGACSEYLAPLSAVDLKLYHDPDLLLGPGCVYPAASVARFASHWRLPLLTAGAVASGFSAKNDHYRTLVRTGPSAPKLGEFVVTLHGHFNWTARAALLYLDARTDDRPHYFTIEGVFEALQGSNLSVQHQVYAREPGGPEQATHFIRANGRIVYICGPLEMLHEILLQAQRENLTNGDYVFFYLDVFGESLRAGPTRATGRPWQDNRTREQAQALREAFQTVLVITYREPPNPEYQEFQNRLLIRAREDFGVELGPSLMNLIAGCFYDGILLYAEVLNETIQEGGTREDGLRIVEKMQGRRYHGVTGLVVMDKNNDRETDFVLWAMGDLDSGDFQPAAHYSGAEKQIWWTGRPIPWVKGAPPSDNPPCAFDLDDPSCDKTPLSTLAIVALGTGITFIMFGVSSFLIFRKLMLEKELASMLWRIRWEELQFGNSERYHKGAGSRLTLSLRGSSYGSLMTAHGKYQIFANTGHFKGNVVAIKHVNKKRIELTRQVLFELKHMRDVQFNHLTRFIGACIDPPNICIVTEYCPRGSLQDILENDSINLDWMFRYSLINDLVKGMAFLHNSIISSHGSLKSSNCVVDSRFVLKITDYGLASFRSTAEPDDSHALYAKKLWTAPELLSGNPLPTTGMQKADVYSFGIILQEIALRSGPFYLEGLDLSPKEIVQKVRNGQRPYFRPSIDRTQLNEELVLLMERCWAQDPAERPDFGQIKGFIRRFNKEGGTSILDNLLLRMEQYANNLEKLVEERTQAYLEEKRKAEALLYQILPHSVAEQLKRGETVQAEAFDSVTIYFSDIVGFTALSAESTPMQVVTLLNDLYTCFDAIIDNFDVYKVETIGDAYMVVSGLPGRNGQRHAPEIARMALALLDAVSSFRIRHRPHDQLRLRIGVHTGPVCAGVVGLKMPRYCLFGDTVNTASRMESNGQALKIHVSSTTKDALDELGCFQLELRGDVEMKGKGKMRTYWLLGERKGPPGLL
# PRMT1 inh: PRMT1 (human) inhibition, primary screen; Q99873; recombinant PRMT1, activity-based probe fluorescence polarization; inhibition, % at 2.79 µM; 1.3% of 370,000 active; AID 652257;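 active means inhibition above about 21% made by adding two undisclosed values, limit read from the data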
# SIAE inh: human SIAE inhibition, primary screen; SIAE FP-Rh probe binding, fluorescence polarization; inhibition, % at 9.66 µM; 0.69% of 370,000 active; AID 1053197;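 active means inhibition above a cutoff: mean of compounds within the control limits plus 3 SD of those, cut at about 17% in these data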;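 further: 0% = plate median of compound wells and 100% = probe without SIAE protein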
# TCR-CD3 inh: blocks the human TCR-CD3 interaction | TAMRA-labeled TCR probe fluorescence, biochemical | 0.37% of 360,000 active | inhibition, % at 9.4 µM; in the data active means inhibition above about 19%;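 further: recombinant mutant TCR 2C K166C tagged with TAMRA read by polarization; 0% = receptor in buffer alone and 100% = receptor with positive control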
# rCAG RNA binder: molecules binding r(CAG) RNA repeats; inhibition, % at 3 µM; r(CAG) RNA repeat, TO-PRO-1 dye displacement fluorescence; 1.3% of 370,000 active;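 active means inhibition above the plate cutoff, the mean of all test compounds on that plate plus 3 SD, cut at about 35% in these data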;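 further: 0% = DMSO alone and 100% = 100 µM mitoxantrone as full dye displacement; higher means more dye released from RNA so lower well fluorescence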
# An asterisk follows results filed as active; i = inactive; / = no result given.
SMILES,TDP2 absorb,HTRA1 inhibitor,LEDGF integ inh,mABHD4 FP,MBD2 DNA inh,GC-B act,PRMT1 inh,SIAE inh,TCR-CD3 inh,rCAG RNA binder
CC[n+]1c(C)sc2c(C)cc(C)cc21,-3,4,-5,-2,-1,-1,46*,0,-4,-3
Cn1c(Cc2ccccc2)n[nH]c1=S,-13,-1,-3,-2,1,1,-3,4,6,-1
Fc1ccccc1C1c2[nH]c3ccccc3c2CCN1CCCn1cccn1 (centres undefined),8,-14,2,-6,2,-4,4,3,2,-4
Cc1noc(C)c1-c1ccc(C(=O)NCCN2CCOCC2)c2occc12,4,/,1,4,0,10,-6,7,3,1
Oc1ccc(Nc2nc(-c3ccccc3O)nc3ccccc23)cc1,-5,2,-2,3,-1,-8,1,26*,-3,43*
CCOC(=O)c1ccc(Nc2cc(C)nc(N3CCOCC3)n2)cc1,-7,-18,4,-8,-5,-3,-1,-8,-2,20
CCn1c(=NC(=O)c2cccc(N3C(=O)CCC3=O)c2)sc2c(OC)ccc(OC)c21,6,8,0,2,2,6,3,-8,-5,2
Cc1c(C)n(Cc2ccc(F)cc2)c2ccc(C(=O)NCCCN3CCOCC3)cc12,-13,1,3,6,-3,1,-3,0,7,-8
Cc1cc(C)nc(SCC(=O)c2c(N)n(C)c(=O)n(C)c2=O)n1,6,-4,-1,0,-6,1,-4,-2,1,-2
Cc1ccc(-c2nnc(SCC(=O)NN=Cc3c[nH]c4ccccc34)n2-c2ccccc2)cc1,-9,/,6,-3,1,-8,0,3,/,8
O=C(NCCCO)c1nnc(Cc2c(F)cccc2Cl)o1,8,-5,0,-6,2,7,-4,1,8,1
CCc1sc(C(=O)NCCCN2CCCC2=O)cc1Br,-4,4,4,-9,0,-4,-1,1,1,-2
CCN(Cc1ccccc1)c1ccc(/C=N/NC(=S)NC(C)C)cc1,2,-6,0,-1,2,6,0,10,3,6
CN(CC(=O)Nc1cccnc1)S(=O)(=O)c1ccccc1,-7,1,-3,3,-5,5,-2,3,6,0
Fc1ccc(C2CC(c3ccco3)=Nc3ccccc3S2)cc1 (centres undefined),9,6,-1,2,3,0,71*,4,9,-2
CSCCNC(=O)c1ccc(C(C)(C)C)cc1,1,0,0,5,1,9,-1,8,2,-6
Cc1ccc([N+](=O)[O-])cc1NC(=S)NC(=O)c1c(Cl)cnn1C,-3,7,0,5,-1,-4,1,-1,-1,2
C=CCOC(=O)C1=C(C)OC(N)=C(C#N)C1c1ccoc1 (centres undefined),9,0,0,7,1,2,2,-5,3,8
CCN(CC)CCNC(=O)c1ccc(NCN2C(=O)NC(c3ccccc3)(c3ccccc3)C2=O)cc1,-4,/,-1,3,-2,4,-5,3,-1,2
Nc1ccc(/C=C/C(=O)c2cccs2)cc1,-5,2,0,-4,-14,-5,-1,-1,-2,-1

# An excerpt from above in order of count of non-hydrogen atoms, smallest number first.
SMILES,TDP2 absorb,HTRA1 inhibitor,LEDGF integ inh,mABHD4 FP,MBD2 DNA inh,GC-B act,PRMT1 inh,SIAE inh,TCR-CD3 inh,rCAG RNA binder
Cn1c(Cc2ccccc2)n[nH]c1=S,-13,-1,-3,-2,1,1,-3,4,6,-1
O=C(NCCCO)c1nnc(Cc2c(F)cccc2Cl)o1,8,-5,0,-6,2,7,-4,1,8,1
Fc1ccc(C2CC(c3ccco3)=Nc3ccccc3S2)cc1 (centres undefined),9,6,-1,2,3,0,71*,4,9,-2
Oc1ccc(Nc2nc(-c3ccccc3O)nc3ccccc23)cc1,-5,2,-2,3,-1,-8,1,26*,-3,43*
Cc1noc(C)c1-c1ccc(C(=O)NCCN2CCOCC2)c2occc12,4,/,1,4,0,10,-6,7,3,1
Fc1ccccc1C1c2[nH]c3ccccc3c2CCN1CCCn1cccn1 (centres undefined),8,-14,2,-6,2,-4,4,3,2,-4
CCn1c(=NC(=O)c2cccc(N3C(=O)CCC3=O)c2)sc2c(OC)ccc(OC)c21,6,8,0,2,2,6,3,-8,-5,2
Cc1ccc(-c2nnc(SCC(=O)NN=Cc3c[nH]c4ccccc34)n2-c2ccccc2)cc1,-9,/,6,-3,1,-8,0,3,/,8
CCN(CC)CCNC(=O)c1ccc(NCN2C(=O)NC(c3ccccc3)(c3ccccc3)C2=O)cc1,-4,/,-1,3,-2,4,-5,3,-1,2

# Further structures follow:
SMILES,TDP2 absorb,HTRA1 inhibitor,LEDGF integ inh,mABHD4 FP,MBD2 DNA inh,GC-B act,PRMT1 inh,SIAE inh,TCR-CD3 inh,rCAG RNA binder
COCCNc1nc(N)c([N+](=O)[O-])c(NCCO)n1,-9,14,-4,2,-2,3,0,2,2,-1
Cc1c(Cl)cnc(NC(=O)COC(=O)C2CCCC2)c1Cl,-2,19,4,6,6,-4,4,5,-9,13
Cc1cc(C)c(C#N)c(SCC(O)CS(=O)(=O)Cc2ccccc2)n1 (centres undefined),10,0,1,-1,1,-3,0,-3,0,-1
CCCCCc1ccc(-c2cn(Cc3ccc(C(=O)c4ccccc4)cc3)nn2)cc1,10,-4,0,3,8,-3,2,-1,-3,-1
C=CCNC(=S)NNC(=O)c1cccn(Cc2ccc(Cl)cc2)c1=O,-2,11,0,17,0,5,2,5,36*,1
O=C(c1[nH]c(C(F)(F)F)nc1-c1ccccc1)N1CCCN(Cc2ccc(F)cc2)CC1,-1,/,-2,2,2,-3,-2,-4,-2,13
O=C(NCCc1c[nH]c2ccccc12)c1cc(S(=O)(=O)N2CCCCC2)ccc1N1CCOCC1,10,5,2,-4,0,3,0,2,4,-2
COc1cc(C(=O)Nc2c(C(=O)O)[nH]c3ccccc23)cc(OC)c1OC,0,1,-7,3,2,3,2,0,-2,26
COc1cc(CNCCSc2nnnn2C)cc(Br)c1OCc1ccccc1,4,-7,-4,-4,3,-4,1,3,2,-1
CC(NC(=S)Nc1ccccc1Cl)C(c1cccs1)N1CCCC1 (centres undefined),0,-1,0,4,-3,-1,-1,3,6,-6
COc1ccc(NC(=O)COC(=O)CO/N=C(\C)c2ccc3c(c2)OCO3)cc1S(N)(=O)=O,11,-3,2,-24,-7,-5,5,2,4,5
CCOC(=O)c1c(NC(=O)CSc2nncs2)sc(C)c1C,-9,1,-4,3,3,-3,0,7,-1,8
C=CC12C=CC=CN1C(C(=O)OC)=C(C(=O)OC)C(C(=O)OC)=C2C(=O)OC (centres undefined),7,5,-2,8,-1,-2,-1,-3,5,-1
COC(=O)[C@]1(Cc2ccccc2)N[C@H](CN(C)S(=O)(=O)c2ccc(OC)cc2)[C@@H]2C(=O)N(C)C(=O)[C@@H]21,6,7,-1,-1,-5,6,2,1,7,0
CC(C(=O)Nc1ccc2c(c1)OCCO2)n1nnc(-c2ccccc2)n1 (centres undefined),-2,-2,-2,3,4,2,2,-10,-4,0
CC(C)NC(=O)C1C(c2ccccc2)=Nc2ccccc2N1C(=O)c1ccc(C(F)(F)F)cc1 (centres undefined),-4,/,0,0,-3,-1,2,-1,13,4
COc1ccc(NC(=O)c2cc(-c3ccccc3O)n[nH]2)cc1Cl,-9,-13,1,-7,0,0,-2,-14,-1,9
O=C(C[n+]1cn(C(F)F)c2ccccc21)c1ccc(OC(F)F)cc1,11,2,-3,6,6,-3,2,-8,-2,-1
COc1ccccc1NC(=O)c1cc(C(=O)O)ccc1C(=O)O,10,9,-4,1,5,0,-1,2,1,3
Cc1nc(-c2c(-c3ccc(O)cc3O)noc2C(F)(F)F)cs1,-1,-9,2,3,1,7,1,1,-2,3
O=S(=O)(Cc1ccccc1Cl)N1CCCC1,-2,-4,1,-2,3,5,-2,-3,1,-1
CCCCCN=CC1=C(O)CC(c2ccccc2)CC1=O (centres undefined),-8,2,0,7,-4,0,-1,1,5,-6
Cc1ncc([N+](=O)[O-])n1CC(O)CCl (centres undefined),3,0,1,6,1,6,-1,-6,1,4
CCOC(=O)c1c(NC(=S)Nc2ccccc2)sc2c1CCN(C)C2,-3,-14,2,1,-2,-8,5,0,3,-1
CCCCN(C(=O)C1CC1)C1CCS(=O)(=O)C1 (centres undefined),5,2,-3,7,2,2,0,3,0,-2
O=C(NNC(=O)C1CCN(Cc2cccc(F)c2)CC1)c1cccc(Cl)c1,1,-1,-2,1,-1,0,2,1,0,-1
Cc1ccccc1CN1C(=O)c2ccccc2C1c1nnnn1-c1ccc2c(c1)OCCO2 (centres undefined),1,/,1,4,-2,-2,-2,4,1,0
CCn1cc(C(=O)N(CCCN2CCOCC2)Cc2ccco2)c(=O)c2ccc(C)nc21,-9,5,-1,8,-2,3,1,-7,3,-8
CCc1ccc2nc(N(CCCN(C)C)C(=O)c3ccc(S(=O)(=O)N4CCc5ccccc5C4)cc3)sc2c1,-7,-6,5,11,0,0,-3,-7,2,3
O=C(Nc1ccc2[nH]ncc2c1)c1ccccc1,-4,-3,-1,10,-3,0,2,6,3,-1
CCc1cccc(CC)c1NC(=S)NC(C)c1ccccc1 (centres undefined),-8,-8,4,-10,-5,-12,-6,-3,5,0
O=C(c1ccc(S(=O)(=O)N2CCCCCC2)cc1)N1CCCC(C(F)(F)F)C1 (centres undefined),0,-4,-1,-4,-3,3,-1,-1,8,-9
O=C(c1ccco1)N1CCN(C2CN(Cc3cn(Cc4ccccc4C(F)(F)F)nn3)S(=O)(=O)C2)CC1 (centres undefined),1,/,-4,-2,-1,2,6,-3,4,1
CN1C(=O)c2cccc3c(N)ccc(c23)C1=O,6,23,-6,33*,-106,-1,183*,11,13,i
O=c1[nH]c2cnn(-c3ccccc3)c2c(=O)n1O,5,12,-2,14,-4,0,1,4,0,4
COC(=O)C1=C(C)N(Cc2cccc(C(F)(F)F)c2)C(=NCc2cccc(C(F)(F)F)c2)NC1c1ccccc1C(F)(F)F (centres undefined),1,/,-1,2,-3,-6,-1,-2,7,2
COc1ccc(C2(C(=O)O)CCCC2)cc1,-13,3,5,-6,0,5,-3,-4,2,3
NS(=O)(=O)c1ccc(CCNC(=O)C2CCCCN2S(=O)(=O)c2ccccc2)cc1 (centres undefined),7,-4,1,2,1,1,1,6,-4,2
CCn1c(C(C)NC(=O)c2cccc(C)c2)n[nH]c1=S (centres undefined),3,3,3,-2,2,5,2,-4,6,-1
Cc1nc2nc[nH]n2c(=O)c1NS(=O)(=O)c1ccc([N+](=O)[O-])cc1,-8,-7,-3,-3,-5,2,0,1,6,2
c1ccc(-c2cncn2-c2ccccc2)cc1,-6,-5,-3,7,-3,4,3,3,-2,6
Cc1cc(C)cc(NS(=O)(=O)c2ccc3c(c2)c(=O)n(C)c(=O)n3C)c1,-2,-2,0,1,-2,1,2,0,-3,5
CC(=O)N/C(=N/c1nc(C)cc(C)n1)Nc1cccc(C)c1,-1,8,1,-3,-2,-1,0,2,4,-3

# Only part of the results is shown; count on the stated rates, not on these rows.
